Screens deposited in PubChem by Small Molecule Screening Facility, UW Madison.
RMI-FANCM inh – disruptors of RMI1/RMI2 association with MM2 peptide – biochemical, fluorescence polarization, human, primary screen | FP signal (polarization) at 33 µM | RMI core complex with F-MM2 peptide; hits give low values | AID 1159607, 2016 | hit rate 0.58% among 70,000 | RMI core complex (RMI1/RMI2) binding to FANCM MM2 peptide, human; in the data active = FP signal below about 40; also: inactives centre near 61; strong numbers were not always called active; unit not given here
* = called active by the depositor; & = joins results of further samples. These rows are one share of the data (hit frequency here may not be typical).

SMILES	RMI-FANCM inh
COc1cc(/C=N\NC(=O)c2n[nH]c3c2CCC3)cc(OC)c1OC	58
CC(=O)Nc1cccc(NC(=S)NC(NC(C)=O)C(Cl)(Cl)Cl)c1 (configuration not stated)	59
CN(C)S(=O)(=O)c1ccc(C(=O)Nc2ccc3c(c2)N(C(=O)C2CC2)CC3)cc1	66
CC(C)(O)C#Cc1ccccn1	64
Cc1cccc(S(=O)(=O)Nc2ccc3c(c2)CCCN3C(=O)c2ccccc2)c1	68
COC(=O)c1c(NC(=O)COc2ccc(Cl)cc2)sc2c1CC(C)(C)NC2(C)C	86
CCN(CC)C(=O)Cn1cc(SCC#N)c2ccccc21	57
Clc1ccc(-c2csc3nnc(SCc4ccc5c(c4)OCCO5)n23)cc1	81
Nn1c(SCC(=O)N2CCc3ccccc32)nncc1=O	59
O=c1c2ccccc2nc2n1CCO2	58
CCc1ccc2nc(N3C(=O)C(O)=C(C(=O)c4cccs4)C3c3ccco3)sc2c1 (configuration not stated)	63
COc1ccc(OC)c(NC(=O)c2cc(-c3ccco3)nc3c2c(C)nn3C2CCS(=O)(=O)C2)c1 (configuration not stated)	68
Cc1cc(N)n(-c2nc(-c3cccs3)cs2)n1	72
COc1cc(Cl)c(C)cc1NC(=O)Cn1cnc2c(sc3cccc(F)c32)c1=O	95
Cc1nn(C)c(C(=O)O/N=C(/N)c2ccc([N+](=O)[O-])o2)c1[N+](=O)[O-]	53
COc1ccc(-c2cc(C(F)(F)F)n3nc(C4CC4)cc3n2)cc1	55
CC(C)Cn1c(/C=N\Nc2nc3ccccc3[nH]2)nc2ccccc21	57
Cc1ccc(NC(=O)c2ccc(=O)n(CC(=O)N3CCCCC3)n2)cc1	55
CCCCc1ccc(NC=C(C(=O)OCC)C(=O)OCC)c(C)c1	56
CCOC(=O)c1c(NC(=O)c2ccnn2CC)sc2c1CC(C)(C)NC2(C)C	79
CS(=O)(=O)c1ccc(-c2cccc(NC(=O)C3CC3)c2)nn1	55
COc1ccc2sc(N(CCN(C)C)C(=O)c3ccc(S(=O)(=O)N4CCCC(C)C4)cc3)nc2c1 (configuration not stated)	78
O=c1c(O)c(-c2ccc(O)cc2)oc2cc(O)cc(O)c12	49
COc1ccc(C)c2sc(N(CCCN(C)C)C(=O)c3ccc(Br)s3)nc12	92

Molecules listed so far with sulfur (15):
SMILES	RMI-FANCM inh
CC(=O)Nc1cccc(NC(=S)NC(NC(C)=O)C(Cl)(Cl)Cl)c1 (configuration not stated)	59
CN(C)S(=O)(=O)c1ccc(C(=O)Nc2ccc3c(c2)N(C(=O)C2CC2)CC3)cc1	66
Cc1cccc(S(=O)(=O)Nc2ccc3c(c2)CCCN3C(=O)c2ccccc2)c1	68
COC(=O)c1c(NC(=O)COc2ccc(Cl)cc2)sc2c1CC(C)(C)NC2(C)C	86
CCN(CC)C(=O)Cn1cc(SCC#N)c2ccccc21	57
Clc1ccc(-c2csc3nnc(SCc4ccc5c(c4)OCCO5)n23)cc1	81
Nn1c(SCC(=O)N2CCc3ccccc32)nncc1=O	59
CCc1ccc2nc(N3C(=O)C(O)=C(C(=O)c4cccs4)C3c3ccco3)sc2c1 (configuration not stated)	63
COc1ccc(OC)c(NC(=O)c2cc(-c3ccco3)nc3c2c(C)nn3C2CCS(=O)(=O)C2)c1 (configuration not stated)	68
Cc1cc(N)n(-c2nc(-c3cccs3)cs2)n1	72
COc1cc(Cl)c(C)cc1NC(=O)Cn1cnc2c(sc3cccc(F)c32)c1=O	95
CCOC(=O)c1c(NC(=O)c2ccnn2CC)sc2c1CC(C)(C)NC2(C)C	79
CS(=O)(=O)c1ccc(-c2cccc(NC(=O)C3CC3)c2)nn1	55
COc1ccc2sc(N(CCN(C)C)C(=O)c3ccc(S(=O)(=O)N4CCCC(C)C4)cc3)nc2c1 (configuration not stated)	78
COc1ccc(C)c2sc(N(CCCN(C)C)C(=O)c3ccc(Br)s3)nc12	92

More records
SMILES	RMI-FANCM inh
CCOc1ccc(C(=O)c2c(N)c(C(=O)Nc3cc(C)ccc3C)c3ccccn23)cc1	82
COc1ccc(CNC(=O)C(=O)NCC(c2ccco2)N2CCN(c3ccccc3F)CC2)cc1 (configuration not stated)	55
CCS(=O)(=O)c1ccc(-c2ccc(NC(=O)c3ccccc3Br)cc2)nn1	117
O=C(NCC(c1ccsc1)N1CCc2ccccc2C1)C(=O)Nc1cc(F)ccc1F (configuration not stated)	63
CC(=O)NC(=O)c1cccc2cccc(I)c12	62
O=C(CCc1csc(NS(=O)(=O)c2ccc(F)cc2)n1)N1CCc2ccccc2C1	65
Cn1c(=NC(=O)c2ccccc2Br)sc2cccc(Cl)c21	63
O=C(CSc1nccn2nc(-c3cccc4ccccc34)cc12)N1CCN(c2ccc(F)cc2)CC1	124
O=C(O)CN(Cc1ccccc1)Cc1ccccc1	59
Cc1ccc(-c2ccc(=O)n(CCCNC(=O)c3ccc(Br)o3)n2)cc1	70
Cc1cccc(-c2nsc(SCC(=O)NCC3CCCO3)n2)c1 (configuration not stated)	62
CC(C)(C)OC(=O)NC1CCN(S(=O)(=O)c2ccc(Cl)cc2)CC1	58
CC(=O)c1ccc(Cl)c(NC(=O)Nc2ccc(Cl)cc2)c1	59
O=S(=O)(/C=C/c1ccccc1)N1CCN(c2cccc(Cl)c2)CC1	66
CSc1ccccc1C(=O)NCCS(=O)(=O)N1CCN(Cc2ccccc2)CC1	64
O=C(Nc1cc(Cl)cc(Cl)c1)N1CCCN(CCc2ccccc2)CC1	61
COc1ccc(NC2=CC(=O)C=CC2=O)cc1	30*
CCC(=O)Nc1ccc(S(=O)(=O)N2CCN(c3ccc(-c4ccco4)nn3)CC2)cc1	105
COC(=O)c1ccccc1NC(=O)CSc1nc(C)cc(N2CCOCC2)n1	59
O=C(Nc1nc(CN2CCc3ccccc3C2)cs1)c1ccc(F)cc1	69
CC(/C=C1\SC(=S)N(NC(=O)c2ccccc2Br)C1=O)=C\c1ccccc1	70
CC(=O)O[C@H]1CC[C@]2(C)C3CC[C@@]4(C)C(CC5O[C@@]6(CCC(C)CO6)[C@@H](C)C54)C3CC[C@@H]2C1 (some centres not stated)	57
O=C1NC2(CCCCC2)NC2=C1CCCC2	57
COc1ccc(-c2c(-c3ccc(OCC(=O)NN)cc3O)n[nH]c2C)cc1	69
COc1ccc(CCNC(=O)c2cccc(NS(=O)(=O)c3ccc(F)c(Cl)c3)c2)cc1OC	69
CCn1ccc(C(=O)N2CC(=O)Nc3ccccc32)n1	65
CS(=O)(=O)NNc1c(Cl)cc(Cl)cc1Cl	55
O=C(NNc1ccc(F)cc1)c1cc(Cl)nc(OCC(F)(F)F)c1	55
Cc1ccc(-c2cn3c(CC(=O)NCc4cccnc4)csc3n2)cc1	66
CC(C)NC(=O)CSc1nnc(CSc2cc(C(F)(F)F)nc3ccccc23)n1C	60
Cc1ccc2cc(CCNC(=O)Cc3cccs3)c(=O)[nH]c2c1	61
Cc1cccn2cc(CCNC(=O)c3ccccc3F)nc12	57
O=C(CSc1ncccc1C(=O)O)Nc1ccc(F)cc1F	59
OC1Cc2cccc3cccc1c23 (configuration not stated)	54
COCCN1CCC(CNC(=O)C(=O)Nc2ccccc2C)CC1	74
O=C(CN1C(=O)SC(=C2CCCCC2)C1=O)Nc1ccc(F)cc1	65
COc1cccc(Nc2nn3c(=O)c4cc(Cl)ccc4nc3s2)c1	112
O=C(Cc1cc(=O)[nH]c(SCc2ccc(F)cc2)n1)Nc1nc2ccccc2s1	59
C[N+](C)(C)CC(=O)[O-]	54
COc1ccc(N2CCN(C(=O)c3ccc(CNS(=O)(=O)c4ccc(C(C)(C)C)cc4)cc3)CC2)cc1	81
COc1ccccc1OCC(=O)NCCN1CCN(c2ccccc2F)CC1	63
CCCCN1C(=O)CCc2cc(NC(=O)c3cc4ccccc4oc3=O)ccc21	54
Cc1ccc(CCC(=O)Nc2ccc(CC(=O)O)cc2)o1	64
O=C(NCCn1ncc2c(=O)n(Cc3ccc(F)cc3)cnc21)c1cccc2ccccc12	68
CCn1nccc1C(=O)Nc1ccc(Cl)cc1	74
O=C(CN1C(=O)c2ccccc2C1=O)Nc1nnc(-c2ccc(F)cc2)o1	62
COc1ccc(Cc2nnc(C3CCN(S(=O)(=O)c4cccnc4)CC3)s2)cc1	62
O=C(NCc1ccc2c(c1)OCO2)C1CCCN(c2ccc(-c3ccc(F)cc3)nn2)C1 (configuration not stated)	93
Cc1nn(C(=O)C2CC2)c(C)c1Sc1ccc(C(F)(F)F)cn1	45
CCOC(=O)c1c(N(C)C)ccc(C2C=CNC(=O)N2)c1C (configuration not stated)	56
CCOc1ccc(NC(=O)NCCNC(=O)c2ccc(NC(=O)C3CCCC3)cc2)cc1	79
O=C(CSc1nnc(-c2ccncc2)o1)Nc1cccc(Cl)c1Cl	56
Cc1noc(C)c1S(=O)(=O)NCc1ccc(C)n1C	55
N#Cc1c[nH]c2ccc(N3C(=O)c4ccccc4C3=O)cc12	54
CCOc1ccc(NS(=O)(=O)c2ccc(NC(=O)c3ccco3)cc2)cc1	66
Oc1c(C(c2cccs2)N2CCN(c3ccc(F)cc3)CC2)sc2ncnn12 (configuration not stated)	60
COc1ccc(N2CCCS2(=O)=O)cc1NC(=O)C(=O)NC1CC1	65
COCCN1CCCc2ccc(NS(=O)(=O)c3ccc(F)cc3)cc21	61
CN(C)/C=C/C(=O)c1ccco1	56
COc1coc(C(=O)Nc2ccc3c(c2)OCCO3)cc1=O	62
More structures:
SMILES	RMI-FANCM inh
CCOC(=O)CNC(=O)CN1CCN(Cc2nc3ccccc3n2Cc2ccccc2)CC1	57
O=C(CCn1cnc2c([nH]c3ccccc32)c1=O)N1CCN(c2ccc(F)cc2)CC1	58
COC(=O)c1cc(S(=O)(=O)Nc2nn(C)c3cccc(F)c23)oc1C	56
Cc1cccc(NCCNC(CC(=O)Nc2ccc(F)cc2)C(=O)O)c1 (configuration not stated)	55
O=C1C2CCCN2C(c2ccc([N+](=O)[O-])cc2)N1c1cccc(Cl)c1 (configuration not stated)	61
COc1ccc2nc(-c3cccc(NS(=O)(=O)c4ccc(Cl)s4)c3)cn2n1	67
NC(=O)CSc1ccc(NC(=O)c2cccc(F)c2)nn1	69
O=C(O)CSc1ncn[nH]1	61
COc1ccccc1N1CCN(CCN(C(=O)c2ccc(I)cc2)c2ccccn2)CC1	59
Cc1ccnc(NC(=O)CC(C)n2cncn2)c1 (configuration not stated)	63
C(=N/NC1=NCCCCC1)/c1ccc(N2CCOCC2)cc1	56
CCCOc1ccc(S(=O)(=O)Nc2ccc3c(c2)N(C(=O)CC)CCC3)cc1	72
CC1(C)CCc2cc(CN3CCN(c4ccccn4)CC3)ccc2O1	55
N#C/C(=C\c1ccc(-c2ccc(S(N)(=O)=O)cc2)o1)c1ccc(Cl)cc1	75
O=C1C2C3C=CC(C3)C2C(=O)N1c1ccc(-c2cnco2)cc1 (configuration not stated)	59
Cc1cc(C(=O)Nc2cc(C)nn2-c2nc3ccc(F)cc3s2)n(C)n1	62
CCOC(=O)c1c(NC(=O)CSc2nc3scc(-c4ccco4)c3c(=O)n2-c2ccccc2)sc2c1CCC(C)C2 (configuration not stated)	77
CC(C(c1cccs1)c1c(N)n(C)c(=O)n(C)c1=O)[N+](=O)[O-] (configuration not stated)	60
COc1ccc(Cl)c2sc(NC(=O)c3nc4ccccc4s3)nc12	53
N#Cc1ccccc1NC(=O)C1CCCN1S(=O)(=O)c1ccc(Cl)s1 (configuration not stated)	55
Cc1ccc(CNC(=O)Cc2csc(Nc3ccccc3)n2)cc1	64
Cc1noc(C)c1S(=O)(=O)Oc1ccccc1N1CCOCC1	58
CCCN1CCCc2cc(CCNC(=O)C(=O)NCCc3ccccc3)ccc21	77
O=C(Nc1ccc(Oc2ccccc2)cc1)C(=O)Nc1nccs1	56
O=S(=O)(c1ccc(-c2ccc(S(=O)(=O)N3CCOCC3)s2)s1)N1CCOCC1	58
COC(=O)C1=C(C)Nc2nc(SC)nn2C1/C=C/c1ccccc1 (configuration not stated)	85
CCC1CCCCN1CC(O)Cn1c2ccccc2n2c(=O)cc(C)c(C#N)c12 (configuration not stated)	70
CCC(=O)NNc1nc2c(OC)ccc(OC)c2s1	58
O=C(Cc1cn(Cc2ccc(Cl)cc2)c2ccccc12)NC1CC1	84
CCOC(=O)CN(C)S(=O)(=O)c1ccsc1C(=O)OC	50
CCCOC1(NC(=O)c2ccccc2)C(C)=CC(=O)C=C1C	59
CCOC(=O)CNC(=O)CC(C)(C)C	48&49
CCOc1cccc2sc(=NC(=O)CCS(=O)(=O)c3ccccc3)n(CC)c12	110
CS(=O)(=O)c1ccccc1C(=O)Nc1nnc(-c2cc(Cl)sc2Cl)o1	67
CN1CCCc2cc(CCNC(=O)c3ccc(Br)cc3)ccc21	55
COc1ccc(-c2ccnc(SCC(=O)N3CCc4c([nH]c5ccccc45)C3C(F)(F)F)n2)cc1 (configuration not stated)	64
CSC(=NCc1sccc1COc1ccc(Cl)cc1)NC#N	72
O=C(O)COCCN1CCN(C(c2ccccc2)c2ccc(Cl)cc2)CC1 (configuration not stated)	60&60
O=[N+]([O-])c1cccnc1N/N=C\c1ccc(O)cc1	54
CSc1sccc1/C=N/O	41
O=C(NCCCn1nc(-c2ccc(F)cc2)ccc1=O)c1cc2ccccc2oc1=O	68
NS(=O)(=O)c1ccc(CNS(=O)(=O)c2cccc3nsnc23)cc1	59
Cc1cc(NC(=O)C2=C(O)c3ccccc3S(=O)(=O)N2C)no1	57&61
CCc1ccc(OC)c(S(=O)(=O)Nc2ccc3c(c2)NC(=O)C(C)(C)CO3)c1	65
O=C1C2N=NN(Cc3nc(-c4cccc(Br)c4)no3)C2C(=O)N1c1ccc2c(c1)CCC2 (configuration not stated)	78
Cc1cc(C)c[n+](-c2nc3ccccc3nc2[N-]S(=O)(=O)c2cccs2)c1	67
COc1ccc2nc(-c3ccc(Cl)c(NC(=O)COc4ccc(Cl)cc4)c3)cn2n1	153
Cc1ccc(NC(=S)NC(=O)c2ccccc2)c(C(=O)c2ccccc2)c1	57
